S1P2 agonist = agonists of human S1P2 receptor; O95136; hit rate 0.46% among 97,000; S1P2-expressing cell line, agonist reporter read-out; AID 729; activation, % at 4.5 µM; in the data active means activation above about 16%;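 further: 0% = vehicle low control and 100% = maximal reference agonist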
FAK inh = FAK (human) kinase inhibition; Q05397; biochemical FAK kinase activity assay; inhibition, %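 (tested at 7 µM)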; hit rate 0.84% among 97,000; AID 727; in the data active means inhibition above about 19%;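 further: 0% = DMSO and 100% = reference compound high control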
Rev-RRE block = inhibitors of HIV-1 Rev-RRE RNA interaction. P05866. Rev peptide-RRE RNA binding, FRET. inhibition, % at 8 µM. hit rate 0.79% among 97,000. AID 704;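 active means inhibition above the screen-wide mean plus 3 SD, cut at about 35% in these data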;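 further: 0% = median DMSO wells and 100% = median Neomycin B control wells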
Target sequence (P05866 whole entry, looked up): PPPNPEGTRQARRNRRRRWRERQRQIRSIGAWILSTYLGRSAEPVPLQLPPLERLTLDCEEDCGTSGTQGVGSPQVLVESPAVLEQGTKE
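Test system – labelled RRE RNA duplex and labelled Rev peptide · Signal – fluorescein-to-Cy5 FRET, 480 nm excitation · Evaluation – % inhibition of FRET ratio versus controls · Benchmarks – DMSO low control, neomycin B high control · Incubation – 5 min RNA-compound premix plus 15 min binding step, 25 °C · Medium – HEPES pH 7.5 salt buffer with EDTA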
PostGolgi ctrl = growth of the yeast control strain, post-Golgi counter-screen | efflux-deficient yeast background strain, growth absorbance A615, 16 h | inhibition, % at 10 µM | hit rate 5% among 98,000
PTPN22 inh 2 = inhibitors of human LYP (PTPN22) phosphatase | inhibition, % at 2 µM | hit rate 0.21% among 96,000 | recombinant LYP catalytic domain, DiFMUP fluorescence | Q9Y2R2;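 active means inhibition at 2 µM at or above a set limit, the screen mean plus 3 SD, cut at about 24% in these data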;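 further: 0% = DMSO with enzyme and 100% = enzyme fully blocked by orthovanadate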
Target sequence (Q9Y2R2 whole entry, looked up, the tested form may be a part): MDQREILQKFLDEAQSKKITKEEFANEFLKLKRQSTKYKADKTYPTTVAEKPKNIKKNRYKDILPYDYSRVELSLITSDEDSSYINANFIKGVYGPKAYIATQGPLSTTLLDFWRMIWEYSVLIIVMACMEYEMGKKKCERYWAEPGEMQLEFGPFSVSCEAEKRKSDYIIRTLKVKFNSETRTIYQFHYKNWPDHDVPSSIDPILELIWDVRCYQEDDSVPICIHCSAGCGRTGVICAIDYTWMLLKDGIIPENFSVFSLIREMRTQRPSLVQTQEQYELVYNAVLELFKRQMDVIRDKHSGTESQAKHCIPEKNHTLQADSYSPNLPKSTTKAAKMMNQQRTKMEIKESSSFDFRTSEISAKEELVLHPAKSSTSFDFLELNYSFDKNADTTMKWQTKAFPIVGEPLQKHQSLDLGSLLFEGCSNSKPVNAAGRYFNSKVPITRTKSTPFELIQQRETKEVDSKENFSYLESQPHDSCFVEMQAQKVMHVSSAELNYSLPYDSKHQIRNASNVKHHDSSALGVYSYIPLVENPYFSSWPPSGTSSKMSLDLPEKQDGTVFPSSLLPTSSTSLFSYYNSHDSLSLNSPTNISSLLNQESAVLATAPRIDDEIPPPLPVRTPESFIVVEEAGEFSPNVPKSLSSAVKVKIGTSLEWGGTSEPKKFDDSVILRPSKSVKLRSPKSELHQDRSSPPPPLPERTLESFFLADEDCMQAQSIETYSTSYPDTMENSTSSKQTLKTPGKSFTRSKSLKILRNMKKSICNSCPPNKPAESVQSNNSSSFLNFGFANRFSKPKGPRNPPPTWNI
PTPN22 act = activators of human LYP (PTPN22) phosphatase; Q9Y2R2; activation, % at 2 µM; recombinant LYP, DiFMUP fluorescence; 0 = plate median, 100 = signal doubled; hit rate 0.11% among 96,000;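 active means activation at 2 µM above a set limit, the mean plus 5 SD, cut at about 37% in these data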
EphB4 ephrin blk = EphB4-ephrin-B2 interaction antagonism. inhibition, % at 7 µM. P54760. EphB4 LBD / TNYL-RAW-Alexa532 peptide, fluorescence polarization. hit rate 0.15% among 97,000;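 active means inhibition above the screen-wide mean inhibition plus 3 SD, cut at about 15% in these data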;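 further: 0% = DMSO wells and 100% = excess unlabeled TNYL-RAW peptide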
S1P2 antag = blocks the human S1P2 receptor. O95136. AID 736. hit rate 0.21% among 97,000. cell-based S1P2 antagonist assay, inhibition at 5 uM. inhibition, % at 5 µM; in the data active means inhibition above about 45%;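 further: CRE beta-lactamase reporter cells expressing human S1P2 stimulated with S1P; 0% = agonist at EC80 alone and 100% = agonist plus reference antagonist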
PostGolgi yeast = growth inhibition of a yeast mutant, post-Golgi transport screen; inhibition, % at 10 µM; hit rate 0.9% among 98,000; post-Golgi transport phenotypic cell assay; AID 739;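 further: yeast cells grown in 1536-well plates; yeast grown about 18 h at 30C before absorbance read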
* = called active by the depositor; [ ] = another dose, or the depositor's remark. Unless noted, no stated cut-off is given here; in the data, active means inhibition above about 30%; inactive means the rest.

`CCn1c(O)c(C=Nc2ccccc2)n(-c2ccccc2)c1=S` gave S1P2 agonist -5, FAK inh 1, Rev-RRE block -1, PostGolgi ctrl 17, PTPN22 inh 2 -1, PTPN22 act 0, EphB4 ephrin blk 0, S1P2 antag -16 and PostGolgi yeast -10.
CCOC(=O)Nc1cccc(OCC(=O)Nc2ccccc2OC)c1 was read as S1P2 agonist -8, FAK inh -2, Rev-RRE block 2, PostGolgi ctrl 11, PTPN22 inh 2 4, PTPN22 act -3, EphB4 ephrin blk 0, S1P2 antag 1 and PostGolgi yeast -4.
For CC(=O)C1(C)N(O)C(C)(C)C(c2ccco2)=[N+]1[O-] (stereo not drawn) the results were S1P2 agonist -6, FAK inh -2, Rev-RRE block 8, PostGolgi ctrl 11, PTPN22 inh 2 4, PTPN22 act -1, EphB4 ephrin blk 2, S1P2 antag -7 and PostGolgi yeast -12.
CCn1c(CSc2nc(C)cc(C)n2)nnc1SCC(=O)N1CCCc2ccccc21 was read as S1P2 agonist 1, FAK inh -2, Rev-RRE block 1, PostGolgi ctrl 8, PTPN22 inh 2 -7, PTPN22 act 4, EphB4 ephrin blk 8, S1P2 antag 6 and PostGolgi yeast 21.
Screening COc1ccc(OC)c(S(=O)(=O)N2CCC(C(=O)NCCc3ccc(OC)c(OC)c3)CC2)c1 returned S1P2 agonist -6, FAK inh 4, Rev-RRE block 10, PostGolgi ctrl 1, PTPN22 inh 2 4, PTPN22 act 0, EphB4 ephrin blk 0, S1P2 antag 5 and PostGolgi yeast -33.
`Cn1c(Cn2cnc3ccccc32)nc2ccccc21` gave S1P2 agonist -1, FAK inh 3, Rev-RRE block 2, PostGolgi ctrl 21, PTPN22 inh 2 -3, PTPN22 act 1, EphB4 ephrin blk 1, S1P2 antag 25 and PostGolgi yeast -4.
Screening CCN(Cc1ccccc1)C(=O)Cn1cnc2c1c(=O)n(C)c(=O)n2C returned S1P2 agonist -4, FAK inh -2, Rev-RRE block 3, PostGolgi ctrl 5, PTPN22 inh 2 3, PTPN22 act -3, EphB4 ephrin blk -3, S1P2 antag 12 and PostGolgi yeast -7.
For CC(C)OC(=O)CSc1nc(-c2ccc(F)cc2)nc2ccc(F)cc12 the results were S1P2 agonist -3, FAK inh 3, Rev-RRE block 14, PostGolgi ctrl 9, PTPN22 inh 2 2, PTPN22 act 0, EphB4 ephrin blk -5, S1P2 antag 4 and PostGolgi yeast 4.
O=C(O)COc1ccc(NC(=O)c2cccs2)cc1 was read as S1P2 agonist 1, FAK inh -1, Rev-RRE block 9, PTPN22 inh 2 -4, PTPN22 act 4, EphB4 ephrin blk 9 and S1P2 antag 5.
`Cc1cccc(CSc2nnc(NC(=O)c3ccco3)s2)c1` gave S1P2 agonist -5, FAK inh -1, Rev-RRE block 6, PostGolgi ctrl 14, PTPN22 inh 2 5, PTPN22 act -1, EphB4 ephrin blk 7, S1P2 antag 2 and PostGolgi yeast -3.
For CSc1ccc(C#N)cc1NC(=O)c1ccc(Cl)cc1Cl the results were S1P2 agonist -4, FAK inh 0, Rev-RRE block -1, PostGolgi ctrl 4, PTPN22 inh 2 -2, PTPN22 act 6, EphB4 ephrin blk 6, S1P2 antag -3 and PostGolgi yeast 5.
`C=CCN(CC=C)c1cnn(-c2nc3ccccc3[nH]2)c(=O)c1Cl` gave S1P2 agonist -1, FAK inh 4, Rev-RRE block 1, PostGolgi ctrl 7, PTPN22 inh 2 21, PTPN22 act -21, EphB4 ephrin blk 3, S1P2 antag -11 and PostGolgi yeast -2.
CC(C)CCNc1nnnc2c1sc1nc(N3CCOCC3)c3c(c12)CC(C)(C)SC3 was read as S1P2 agonist -2, FAK inh 3, Rev-RRE block 11, PostGolgi ctrl 17, PTPN22 inh 2 6, PTPN22 act -3, EphB4 ephrin blk -2, S1P2 antag -21 and PostGolgi yeast 5.
For Cc1cc(NS(=O)(=O)c2ccc(NC(=O)C(c3ccccc3)c3ccccc3)cc2)no1 the results were S1P2 agonist -1, FAK inh -5, Rev-RRE block -2, PostGolgi ctrl 0, PTPN22 inh 2 7, PTPN22 act -6, EphB4 ephrin blk -1, S1P2 antag -18 and PostGolgi yeast -5.
For CCOC(=O)Nc1ccc2ncn(C)c(=O)c2c1 the results were S1P2 agonist -5, FAK inh 5, Rev-RRE block 8, PostGolgi ctrl 8, PTPN22 inh 2 4, PTPN22 act -4, EphB4 ephrin blk -1, S1P2 antag 8 and PostGolgi yeast -4.
`Cn1c(SCC(=O)Nc2ccc3c(c2)oc2ccccc23)nnc1-c1ccccc1` gave S1P2 agonist -6, FAK inh 14, Rev-RRE block 6, PostGolgi ctrl 19, PTPN22 inh 2 13, PTPN22 act -16, EphB4 ephrin blk -1, S1P2 antag 13 and PostGolgi yeast 14.
`CC(=O)Nc1cc(-c2nn(C)c(=O)c3ccccc23)ccc1N1CCCCC1` gave S1P2 agonist 5, FAK inh 0, Rev-RRE block 8, PostGolgi ctrl 10, PTPN22 inh 2 8, PTPN22 act -10, EphB4 ephrin blk -1, S1P2 antag -14 and PostGolgi yeast -3.
CCn1c(O)c(/C=C2\C=Nc3ccccc32)sc1=Nc1ccc(C)cc1 was read as S1P2 agonist -6, FAK inh 1, Rev-RRE block 7, PostGolgi ctrl 0, PTPN22 inh 2 -2, PTPN22 act 8, EphB4 ephrin blk -1, S1P2 antag 3 and PostGolgi yeast -1.
For CC1Cc2ccccc2N1C(=O)c1cnc2n(c1=O)CCS2 (stereo not drawn) the results were S1P2 agonist -3, FAK inh -2, Rev-RRE block 9, PostGolgi ctrl 27, EphB4 ephrin blk 4, S1P2 antag 23 and PostGolgi yeast -2.
For Cc1ccc(S(=O)(=O)N(C)CC(=O)OCc2nnc(-c3ccccc3)o2)cc1 the results were S1P2 agonist -1, FAK inh 1, Rev-RRE block 6, PostGolgi ctrl 8, PTPN22 inh 2 -12, PTPN22 act 10, EphB4 ephrin blk -1, S1P2 antag 14 and PostGolgi yeast -3.
Cc1ccc(/C=C/C(=O)O)cc1S(=O)(=O)NCCCO was read as S1P2 agonist -1, FAK inh 1, Rev-RRE block 7, PostGolgi ctrl -1, PTPN22 inh 2 2, PTPN22 act 4, EphB4 ephrin blk -3, S1P2 antag -6 and PostGolgi yeast 0.
Screening O=C(CN1C2CCC1CC(NC(=O)Nc1ccccc1)C2)NCc1ccco1 (stereo not drawn) returned S1P2 agonist -5, FAK inh 2, Rev-RRE block -7, PostGolgi ctrl 4, PTPN22 inh 2 -2, PTPN22 act 4, EphB4 ephrin blk 2, S1P2 antag 7 and PostGolgi yeast -2.
For CCN(CC)c1ccc(/C=C(/C#N)c2nc3ccccc3[nH]2)c(OC(C)C)c1 the results were S1P2 agonist 8, FAK inh 7, Rev-RRE block 136*[fluorescence artefact?], PostGolgi ctrl 11, PTPN22 inh 2 2, PTPN22 act -4, EphB4 ephrin blk 11, S1P2 antag 23 and PostGolgi yeast 2.
`O=C(CSc1nc2cc3c(cc2c(=O)n1CCC1=CCCCC1)OCO3)NCc1ccco1` gave S1P2 agonist -5, FAK inh -1, Rev-RRE block 6, PostGolgi ctrl 2, PTPN22 inh 2 1, PTPN22 act -5, EphB4 ephrin blk -10, S1P2 antag -49 and PostGolgi yeast -3.
Screening CCCS(=O)(=O)N1CCCC(C(=O)NCCCOCC)C1 (stereo not drawn) returned S1P2 agonist -7, FAK inh -2, Rev-RRE block -1, PostGolgi ctrl 3, PTPN22 inh 2 3, PTPN22 act -4, EphB4 ephrin blk 0, S1P2 antag 11 and PostGolgi yeast -4.
CCOC(=O)Nc1cc(C)ccc1OC was read as S1P2 agonist -5, FAK inh -1, Rev-RRE block 1, PostGolgi ctrl -5, PTPN22 inh 2 4, PTPN22 act -8, EphB4 ephrin blk 3, S1P2 antag 0 and PostGolgi yeast 1.
For CC1CCN(C(=O)c2ccc(COc3ccccc3Cl)o2)CC1 the results were S1P2 agonist -3, FAK inh -1, Rev-RRE block 7, PostGolgi ctrl 25, PTPN22 inh 2 6, PTPN22 act -7, EphB4 ephrin blk 6, S1P2 antag 12 and PostGolgi yeast 11.
Cc1nnsc1NC(=O)OCc1ccc(C(F)(F)F)cc1 was read as S1P2 agonist -2, FAK inh 6, Rev-RRE block 14, PostGolgi ctrl 9, PTPN22 inh 2 -8, PTPN22 act 11, EphB4 ephrin blk 1, S1P2 antag -2 and PostGolgi yeast -2.
Screening CC1(C)CC(=O)C(C(=O)/C=C/NCCc2ccccc2)C(=O)C1 returned S1P2 agonist -1, FAK inh -2, Rev-RRE block 9, PostGolgi ctrl -1, PTPN22 inh 2 -1, PTPN22 act 4, EphB4 ephrin blk -3, S1P2 antag 14 and PostGolgi yeast -2.
Screening COc1ccc(S(=O)(=O)n2ccc(-c3ccc(OCCN(C)c4ccccn4)cc3)n2)cc1 returned S1P2 agonist -7, FAK inh 0, Rev-RRE block 15, PostGolgi ctrl 1, PTPN22 inh 2 10, PTPN22 act -6, EphB4 ephrin blk 8, S1P2 antag 27 and PostGolgi yeast -11.

Gathered by group: the entries above with an NH in an aromatic ring (two)
`C=CCN(CC=C)c1cnn(-c2nc3ccccc3[nH]2)c(=O)c1Cl` gave S1P2 agonist -1, FAK inh 4, Rev-RRE block 1, PostGolgi ctrl 7, PTPN22 inh 2 21, PTPN22 act -21, EphB4 ephrin blk 3, S1P2 antag -11 and PostGolgi yeast -2.
For CCN(CC)c1ccc(/C=C(/C#N)c2nc3ccccc3[nH]2)c(OC(C)C)c1 the results were S1P2 agonist 8, FAK inh 7, Rev-RRE block 136*[fluorescence artefact?], PostGolgi ctrl 11, PTPN22 inh 2 2, PTPN22 act -4, EphB4 ephrin blk 11, S1P2 antag 23 and PostGolgi yeast 2.

Next entries:
Screening O=C(Nc1cc2c(cc1Cl)OCCCO2)c1ccccc1 returned S1P2 agonist -7, FAK inh -2, Rev-RRE block 8, PostGolgi ctrl 13, PTPN22 inh 2 3, PTPN22 act 0, EphB4 ephrin blk 5, S1P2 antag 2 and PostGolgi yeast -14.
For COC(=O)CSc1nnc(Cc2cc(=O)[nH]c(=O)[nH]2)n1-c1cccc(OC)c1 the results were S1P2 agonist 0, FAK inh 0, Rev-RRE block 7, PostGolgi ctrl 4, PTPN22 inh 2 -4, PTPN22 act 5, EphB4 ephrin blk -5, S1P2 antag -9 and PostGolgi yeast 2.
For O=C(NNC(=S)Nc1ccccc1)c1ccco1 the results were S1P2 agonist -8, FAK inh -1, Rev-RRE block 11, PostGolgi ctrl 3, PTPN22 inh 2 -7, PTPN22 act 11, EphB4 ephrin blk -2, S1P2 antag 10 and PostGolgi yeast -5.
Cc1ccc(S(=O)(=O)N2CCN(C(=O)N3CCOCC3)C2C(C)C)cc1 (stereo not drawn) was read as S1P2 agonist -3, FAK inh 1, Rev-RRE block 1, PostGolgi ctrl 35*, PTPN22 inh 2 2, PTPN22 act -2, EphB4 ephrin blk 10, S1P2 antag 13 and PostGolgi yeast 4.
`CS(=O)(=O)N(CC(=O)NCc1ccco1)c1ccccc1Cl` gave S1P2 agonist -1, FAK inh -2, Rev-RRE block 8, PostGolgi ctrl -4, PTPN22 inh 2 2, PTPN22 act -5, EphB4 ephrin blk 9, S1P2 antag -7 and PostGolgi yeast -8.
For O=c1cc(N2CCCCC2)nc2n1CCCS2 the results were S1P2 agonist -1, FAK inh 6, Rev-RRE block 2, PostGolgi ctrl -4, PTPN22 inh 2 4, PTPN22 act -3, EphB4 ephrin blk 2, S1P2 antag 5 and PostGolgi yeast 5.
For COC(=O)C(C)NC(=O)C12CC3CC(CC(C3)C1)C2 (stereo not drawn) the results were S1P2 agonist -5, FAK inh -8, Rev-RRE block 4, PostGolgi ctrl 5, PTPN22 inh 2 1, PTPN22 act -3, EphB4 ephrin blk -2, S1P2 antag 8 and PostGolgi yeast 2.
For CCOc1ccc(-c2nc(CSc3nnc(N)s3)cs2)cc1OC the results were S1P2 agonist -3, FAK inh 1, Rev-RRE block 3, PostGolgi ctrl 2, PTPN22 inh 2 8, PTPN22 act -5, EphB4 ephrin blk 8, S1P2 antag -18 and PostGolgi yeast 0.

Random draw from the library; overall some 7% were active at least once.
